# KCNQ2 block = KCNQ2 potassium channel inhibitors, primary screen, cell-based, CHO-K1, FluxOR thallium flux, B-score (AID 2156); 20 min; active compounds read low; B-score at 10 µM; actives 1.1% (n = 310,000);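 active = fluorescence ratio B-score at most minus 3 library SDs, with starting brightness B-score within 2 library SDs, cut at about -5.5 in these data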
# Target sequence (O88943 whole entry, looked up): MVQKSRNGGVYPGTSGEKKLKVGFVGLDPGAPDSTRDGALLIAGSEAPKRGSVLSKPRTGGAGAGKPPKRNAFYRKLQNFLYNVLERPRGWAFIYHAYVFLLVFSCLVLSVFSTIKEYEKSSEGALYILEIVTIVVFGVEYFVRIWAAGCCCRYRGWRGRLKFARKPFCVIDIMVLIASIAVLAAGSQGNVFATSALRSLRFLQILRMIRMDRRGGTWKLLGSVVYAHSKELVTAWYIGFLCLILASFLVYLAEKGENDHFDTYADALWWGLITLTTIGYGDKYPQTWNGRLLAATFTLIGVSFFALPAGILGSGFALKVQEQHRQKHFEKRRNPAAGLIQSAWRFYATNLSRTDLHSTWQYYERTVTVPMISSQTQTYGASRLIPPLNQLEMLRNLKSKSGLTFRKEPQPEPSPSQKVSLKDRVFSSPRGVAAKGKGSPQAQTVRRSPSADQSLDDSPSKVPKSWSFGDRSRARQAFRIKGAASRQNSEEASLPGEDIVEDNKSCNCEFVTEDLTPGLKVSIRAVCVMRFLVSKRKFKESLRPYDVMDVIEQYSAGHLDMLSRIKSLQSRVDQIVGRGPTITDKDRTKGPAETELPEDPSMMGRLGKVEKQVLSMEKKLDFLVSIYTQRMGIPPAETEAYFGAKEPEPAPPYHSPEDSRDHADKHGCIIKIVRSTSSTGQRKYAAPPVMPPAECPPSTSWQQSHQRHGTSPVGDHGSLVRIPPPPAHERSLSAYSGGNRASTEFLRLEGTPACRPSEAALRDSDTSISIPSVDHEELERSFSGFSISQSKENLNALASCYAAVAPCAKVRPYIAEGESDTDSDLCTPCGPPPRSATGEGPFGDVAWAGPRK
# CHT inh = human CHT choline transport inhibition | Q9GZV3 | CHT-expressing cells, membrane potential dye, choline response; active compounds read low | B-score at 10 µM | actives 0.86% (n = 310,000);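 active = B-score over 3 SD under the library average, and starting fluorescence ratio not unusually high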;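 note: choline stimulus applied at its EC90 after an EC20 pre-addition; B-score computed on integrated fluorescence ratio after choline addition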
# * marks the source's active call; other numbers are inactive results; i = inactive; . = not tested or not shown.
SMILES,KCNQ2 block,CHT inh
CCOP(=O)(c1c(F)c(F)c(F)c(F)c1F)C1(O)CCCCC1 (configuration not stated),i,i
O=C(NCCc1ccccc1)C1CCC(Cn2c(=O)c3ccccc3n(Cc3cccc(F)c3)c2=O)CC1 (configuration not stated),i,i
Cc1ccc(/C=C2\SC(=S)N(CC(=O)Nc3cccnc3)C2=O)cc1,i,i
COc1ccc(OC)c(/C=N/NC(=O)CSc2cc(C)nc3c(OC)cccc23)c1,i,i
O=C(OCc1nnc(-c2ccccc2)o1)c1cc(Cl)ccc1[N+](=O)[O-],i,i
COc1ccc(/C=N/NC(=O)c2cccc([N+](=O)[O-])c2)cc1OC(=O)c1ccc(C)cc1,i,i
O=C(Nc1ccc(CN2CCOCC2)cc1)c1cc2ccccc2o1,i,i
Cc1nc2cccc(C)n2c(=O)c1Cl,i,i
O=C(N/N=C/c1ccco1)c1ccccc1OCc1ccc(Br)cc1,i,i
O=C(NN=C1CCCC1)c1cccs1,i,i
COCc1nnc(NC(=O)c2ccc(S(=O)(=O)N(C)Cc3ccccc3)cc2)o1,i,i
O=C(CCNc1cccc(C(F)(F)F)c1)c1ccco1,i,i
CCC(CC)c1nnc(NC(=O)CN2C(=O)C3C4C=CC(C4)C3C2=O)s1 (configuration not stated),i,i
Cc1c(CCC(=O)N2CCC[C@H]2C(=O)O)c(=O)oc2cc3oc4c(c3cc12)CCCC4,i,i
CN(Cc1nc(-c2ccc(Cl)cc2)no1)C(=O)c1ccco1,i,i
O=S(=O)(NC1CC1)c1ccc2c3c(cccc13)CC2,i,i
Cc1cc(NC(=O)c2ccco2)ccc1-n1cnnn1,i,i
C=CCNC(=S)Nc1sc2c(c1C(=O)OCC)CCN(C(=O)OCC)C2,i,i
CCC(C)NC(=O)CO/N=C/c1ccc(C(=O)OC)cc1 (configuration not stated),i,i
Cc1ccc(S(=O)(=O)NCC2CCC(C(=O)NCCCN3CCOCC3)CC2)cc1 (configuration not stated),i,i
CCc1nc(SCC(=O)Nc2cccc3ccccc23)[nH]c(=O)c1C,i,i
CCc1ccc(Oc2ncnc(N)c2[N+](=O)[O-])cc1,i,i
CCCCN(Cc1cc2cc(C)ccc2[nH]c1=O)C(=O)c1ccccn1,i,i
CN1C(=O)CC(C(=O)Nc2ccccc2F)SC1=Nc1ccc2c(c1)OCO2 (configuration not stated),i,i
COc1ccc(NC(=O)C2CCC(CNS(=O)(=O)c3cccs3)CC2)cc1OC (configuration not stated),i,i
O=C(O)c1ccc2c(=O)n3c(nc2c1)/C(=C/c1ccc(C(F)(F)F)cc1)CC3,i,i
CCOc1ccc(N=C(C)c2ccccc2O)cc1,i,i
CCn1nc(C(C)C(=O)O)c2ccccc2c1=O (configuration not stated),i,i
O=C(COc1ccccc1)NCCc1nc2ccccc2[nH]1,i,i
c1ccc(-c2noc(-c3cccnc3)n2)cc1,i,i
CC1=C(C)CC(C(=O)NNC(=O)c2cccc(Cl)c2)C(C(=O)O)C1 (configuration not stated),i,i
O=S1(=O)CCO[C@H]2Cc3ccccc3[C@H]2N1Cc1cccc(F)c1,i,i
COc1ccc(C2CC(C)(c3ccc(OC)cc3OC)Nc3ccccc3N2)c(OC)c1 (configuration not stated),-6.4*,i
c1ccc(OCc2nc3c4c(ncn3n2)-c2ccccc2CC42CCCC2)cc1,i,i
Cc1ccc2cc3c(N)c(C(=O)N4CC(=O)Nc5ccccc54)sc3nc2c1,i,i
Cc1ccc(S(=O)(=O)c2nc(S(=O)(=O)c3ccccc3)sc2N2CCN(C)CC2)cc1,i,i

# Printed as active in KCNQ2 block (from the list above):
SMILES,KCNQ2 block,CHT inh
COc1ccc(C2CC(C)(c3ccc(OC)cc3OC)Nc3ccccc3N2)c(OC)c1 (configuration not stated),-6.4*,i

# Next part.
SMILES,KCNQ2 block,CHT inh
COc1ccc(S(=O)(=O)N(C)C)cc1NC(=O)CSc1ncccn1,i,i
COC(=O)CN1C(=O)[C@H]2[C@@H](C3CC3)N3C(=O)CN(Cc4ccc(-c5ccccc5)cc4)C(=O)[C@@]3(Cc3ccccc3)[C@H]2C1=O,i,i
O=C(O)Cc1sc(Nc2ccc(Cl)cc2)nc1-c1cccs1,i,.
NC(=O)C1CCN(c2nc3c(S(=O)(=O)c4ccccc4)nnn3c3ccccc23)CC1,i,i
C/C=C/c1ccccc1OCc1ccc(C(=O)O)o1,i,i
CC(Oc1ccc(Br)cc1)C(=O)O/N=C(\N)c1ccncc1 (configuration not stated),i,i
CC(C)CN(CC(C)C)C1=N/C(=C\c2ccco2)C(=O)N1c1ccccc1,-7.36*,i
COCCSc1nnc(NS(=O)(=O)c2ccccc2)s1,i,i
O=C(NCc1ccc(Cl)cc1)c1nccnc1CO,i,i
COc1ccc(S(=O)(=O)N2CCCCCC2)cc1C(=O)OC(C)C(N)=O (configuration not stated),i,i
CC(C)(C)n1nnnc1C(c1cccnc1)N1CCN(c2ccccn2)CC1 (configuration not stated),i,i
CCn1c(=O)c2ccccc2n2c(SCC(=O)N3CCc4ccccc4C3)nnc12,i,i
O=C(O)c1ccc(-c2nc3ccccc3[nH]2)cc1,i,i
CC(=O)c1ccc(NC(=O)CCCN2C(=O)/C(=C/C(C)=C/c3ccccc3)SC2=S)cc1,i,i
O=S(=O)(Nc1nnc(C2CC2)s1)c1ccccc1,i,i
Cc1ccc(-c2c(C(=O)N/N=C/c3cccc(Cl)c3)nnn2-c2nonc2N)cc1,i,i
Cc1ccc(C)c(S(=O)(=O)N2CCCC2CNC(=O)C(=O)NCc2ccccn2)c1 (configuration not stated),i,i
COc1ccc(NC(=O)CN(C)S(=O)(=O)c2ccc(C)cc2)c([N+](=O)[O-])c1,i,i
O=S(=O)(NCCCN1CCN(c2ccccc2F)CC1)c1cccc2cccnc12,i,i
COc1ccc(-n2c(=S)[nH]c3cc(C(=O)Nc4ccc(F)cc4)ccc3c2=O)c(OC)c1,i,i
CC1CC(N(C(=O)C2CC2)c2ccccc2)c2ccccc2N1C(=O)C1CC1 (configuration not stated),i,i
COc1ccccc1CNC(=O)[C@@H](NC(=O)C1CCN(C(=O)[C@@H]2CCCN2C(=O)OC(C)(C)C)CC1)C(C)C,i,i
Cc1cccc2cc3c(N)c(C(=O)N4CCc5ccccc54)sc3nc12,i,i
Cc1ccc(NC(=O)CN(C)C(=O)Cn2cc(C(F)(F)F)cc(Cl)c2=O)cc1,i,i
Cc1cc(NC(=O)CSc2nnc(-c3ccncc3)n2-c2ccc(F)cc2)no1,i,i
CCOC(=O)C1=C(COC(=O)/C=C/c2cccc([N+](=O)[O-])c2)NC(=O)NC1C (configuration not stated),i,i
CC/C(=N/O)C(=O)c1ccc(Br)cc1,i,i
Cc1cc(C(F)(F)F)nc(-n2cc(-c3cccc(N)c3)nn2)n1,i,i
Cc1ccc(C(=O)NCCNC(=O)c2ccco2)cn1,i,i
Cc1cc(C)c(C)c(OCC(=O)O/N=C(\N)c2ccccn2)c1,i,i
NC(=O)c1nsc(C(=O)N(Cc2ccco2)C(C(=O)NCc2ccc(F)cc2)c2ccc(O)cc2)c1N (configuration not stated),i,i
CC1CCN(C(=O)CSc2nc(C3CC3)nc3ccccc23)CC1,i,i
CC(C)C(=O)Nc1c(-c2ccc(Cl)cc2)c(=O)c2ccccc2n1C,i,i
CN(Cc1ccccc1)CC(O)COc1ccc(CNCc2nccn2C)cc1 (configuration not stated),i,i
Fc1cccc(Nc2ncnc3[nH]ncc23)c1,i,i
CC(=O)OC1CCC(OC(C)=O)c2c1n([O-])c(C)c(C)[n+]2=O (configuration not stated),i,i
Cc1ccc(C)c(N(C(=O)c2csnn2)C(C(=O)NC2CCCCC2)c2cccnc2)c1 (configuration not stated),i,i
c1ccc(-c2n[nH]c(-c3ccccc3)c2-c2nc3ccccc3[nH]2)cc1,-9.16*,i
CCSc1nc2ccccc2c(=O)n1CCc1ccc(OC)c(OC)c1,i,i
CCOC(=O)c1c(C)[nH]c(C)c1C(=O)COC(=O)c1ccc(Cl)c(S(N)(=O)=O)c1,i,i
Cc1cc(=O)[nH]c(SCc2nc3ncccn3c2Br)n1,i,i
Cc1ccc(SCC(=O)n2nc(C)cc2C)cc1,i,i
Cc1ccc(CC23CN4CCN(CC(C4)C2O)C3)c(C)c1 (configuration not stated),i,i
CCc1[nH]nc2c1C1(CCOC1C)C(C#N)=C(N)O2 (configuration not stated),i,i
CCn1cc(C(=O)NN)c(=O)c2cc(F)c(N3CCCCC3)cc21,i,.
COc1ccc(CNC(=O)N2CCN(S(=O)(=O)c3ccccc3F)CC2)cc1,i,i
CCCCC(CCC(=O)O)(C(=O)OCC)c1csc(Nc2ccc(OCC)cc2)n1 (configuration not stated),i,i
O=C(Nc1cccc(-c2cn3cccnc3n2)c1)c1ccco1,i,i
Cc1ccc(Cl)c(N/C=C/C(=O)c2ccccc2)c1,i,i
COc1ccc(CCNC(=O)CCS(=O)(=O)c2ccc3c(c2)NC(=O)CO3)cc1OC,i,i
O=C(Nc1ccc(Br)cc1)Nc1ccccc1Cl,i,i
CCC(Sc1nc(C)cc(C)n1)C(=O)Nc1nccs1 (configuration not stated),i,i
O=C(NCc1ccco1)c1cccc(NS(=O)(=O)c2ccccc2F)c1,i,i
CN(Cc1cccs1)C(=O)CCc1c[nH]c2ccccc12,i,i
CC1(C)CC(=O)C2=C(C1)Nc1ccccc1NC2c1cccnc1 (configuration not stated),i,i
CN(Cc1ccc(F)cc1)C(=O)c1ccc2c(c1)NC(=O)CS2,i,i
CCOC(=O)c1ccc(NC(=O)C(=O)NCc2ccc(/C=C(/C#N)C(=O)NCCOC)o2)cc1,i,i
O=S(=O)(NCCc1ccncc1)c1cc(Br)ccc1F,i,i
C=CCN(Cc1cccc(OC)c1OC)S(=O)(=O)N(C)C,i,i
CC(C)CCNC(=O)CN(Cc1ccco1)C(=O)c1snc(C(N)=O)c1N,i,i
# (continued)
SMILES,KCNQ2 block,CHT inh
CCc1ccc2[nH]c(O)c(N=NC3=NC(=O)CS3)c2c1,i,i
COC(=O)c1ccccc1NC(=O)c1ccccc1SC,i,i
O=C1c2ccccc2C(Nc2ccc3nc(-c4cccnc4)[nH]c3c2)N1Cc1ccco1 (configuration not stated),i,i
COc1ccc(-c2nc(CN3CCC(C(=O)NC4CC4)CC3)c(C)o2)cc1OC,i,i
CSc1nnc(C)c(=O)n1COC(=O)c1ccc(S(=O)(=O)N2CCOCC2)cc1,i,i
O=[N+]([O-])c1cc(C(F)(F)F)ccc1NCCOc1ccccc1,i,i
Cc1ccc(SCc2ccc(C(=O)Nc3ccccc3Br)cc2)cc1,i,i
COc1cc([N+](=O)[O-])ccc1NC(=O)C[n+]1cccc(C)c1,i,i
COc1cccc(C(C(=O)NC(C)(C)C)N(C(=O)CCC(=O)Nc2cc(C)on2)c2ccc3c(c2)OCCO3)c1OC (configuration not stated),i,i
Cc1ccn2cc(CCNS(=O)(=O)c3ccc4c(c3)CCCC4)nc2c1,i,i
Cc1ccc(N(C(=O)CC2NC(=O)NC2=O)C2(C(=O)NC3CCCC3)CCCCC2)cc1 (configuration not stated),i,i
CCOC(=O)[C@@H]1[C@H]2COc3ccccc3[C@@H]2N2C(=O)N(c3cccc(Cl)c3)C(=O)[C@@]12C,i,i

# Single records, from the list above. Screens in order: KCNQ2 block	CHT inh
# O=C1c2ccccc2C(Nc2ccc3nc(-c4cccnc4)[nH]c3c2)N1Cc1ccco1 (configuration not stated) is listed as i	i
# COc1ccc(-c2nc(CN3CCC(C(=O)NC4CC4)CC3)c(C)o2)cc1OC is listed as i	i

# Pulled one by one from the list above, two records:
SMILES,KCNQ2 block,CHT inh
COc1cc([N+](=O)[O-])ccc1NC(=O)C[n+]1cccc(C)c1,i,i
NC(=O)c1nsc(C(=O)N(Cc2ccco2)C(C(=O)NCc2ccc(F)cc2)c2ccc(O)cc2)c1N (configuration not stated),i,i

# (list continues)
SMILES,KCNQ2 block,CHT inh
O=C(NCCNC1CCN(Cc2ccccc2)CC1)c1cccs1,i,i
Cc1cccc2nc(CNC(=O)C3CCC(=O)N(Cc4ccccc4F)C3)cn12 (configuration not stated),i,i
O=[N+]([O-])c1cccc(-c2nc(-c3ccccn3)no2)c1,i,i
Cc1cccnc1NC(=O)C1CCN(S(=O)(=O)c2c(C)noc2/C=C/c2ccco2)CC1,i,i
COc1ccc(N(CC(=O)N2CCCC2)S(=O)(=O)c2ccc(NC(C)=O)cc2)cc1,i,i
CN(C)CCCn1c(SCC(=O)N2c3ccccc3Sc3ccccc32)nc2ccccc2c1=O,-6.43*,i
CC(=O)c1ccc(-c2ccc(Cn3c(C)nc4cc(N)c(C)nc43)cc2)cc1,i,i
CCOC(=O)c1sc(NC(=O)CSc2nc(-c3ccco3)cc(C(F)(F)F)n2)c(C#N)c1C,i,i
OC(c1cccs1)c1nccc2ccccc12 (configuration not stated),i,i
CC(C)C[C@@]12C(=O)N(c3cccc(Br)c3)C(=O)N1[C@H](c1ccc(Cl)cc1)[C@@H]1C(=O)N(C3CCCCC3)C(=O)[C@@H]12,i,i
O=C(Nc1nccs1)C1CC(=O)N(CCc2ccc(F)cc2)C1 (configuration not stated),i,i

# Part of the list above, with each value named:
molecule: COc1ccc(N(CC(=O)N2CCCC2)S(=O)(=O)c2ccc(NC(C)=O)cc2)cc1
- KCNQ2 block: i
- CHT inh: i
molecule: OC(c1cccs1)c1nccc2ccccc12 (configuration not stated)
- KCNQ2 block: i
- CHT inh: i
molecule: Cc1cccc2nc(CNC(=O)C3CCC(=O)N(Cc4ccccc4F)C3)cn12 (configuration not stated)
- KCNQ2 block: i
- CHT inh: i
molecule: O=C(NCCNC1CCN(Cc2ccccc2)CC1)c1cccs1
- KCNQ2 block: i
- CHT inh: i

# Source: PubChem BioAssay (Johns Hopkins Ion Channel Center)
